Rab2 wt GTP = changes GTP binding to wildtype dog Rab2A, up or down; GTP binding activity, % at 10 µM; GST-Rab2 wt beads, Bodipy-GTP binding, flow cytometry; actives 0.19% (n = 190,000); AID 760; P61105;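 active means GTP binding activity at least 20 points away from 100%, either lowered or raised; inconclusive means signal likely due to the compound's own green fluorescence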;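 further: 0% = beads with excess unlabeled GTP and 100% = no-compound control corrected for plate trend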
Rac1 wt modul = human Rac1 wildtype GTP binding, inhibitors and activators. GST-Rac1 beads, fluorescent GTP binding, flow cytometry; actives lie on both sides; 0 = cold GTP competed, 100 = untreated. GTP binding activity (% of control), % at 10 µM. actives 0.27% (n = 190,000). AID 757;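 active means GTP binding activity at least 20 points away from the 100% control level, either lower or higher; inconclusive means compound flagged as likely green fluorescent, judged across all proteins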
HRas wt GTP bind = changes GTP binding to wildtype human HRas; P01112; GST-Ras wt beads, Bodipy-FL-GTP binding, flow cytometry; actives lie on both sides; GTP binding activity, % at 10 µM; actives 0.14% (n = 190,000);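 active means GTP binding activity at least 20% away from the 100% baseline, either lowered as inhibitor or raised as activator; inconclusive means flagged as likely green fluorescent, judged across all proteins in the well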;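 further: 0% = unlabeled GTP competition control and 100% = no-compound control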
Target sequence (P01112 whole entry, looked up): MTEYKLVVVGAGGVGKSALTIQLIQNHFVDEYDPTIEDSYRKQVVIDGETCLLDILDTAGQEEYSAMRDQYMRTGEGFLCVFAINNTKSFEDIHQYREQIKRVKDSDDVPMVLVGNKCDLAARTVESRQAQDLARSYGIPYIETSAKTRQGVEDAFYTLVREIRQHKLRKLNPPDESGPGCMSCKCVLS
Mcl1-Bid inh = disrupts binding of human Mcl-1 to Bid peptide; Q07820; TR-FRET Mcl-1/Bid-Dy647 peptide binding, 1536-well; inhibition, % at 21.7 µM; actives 0.97% (n = 220,000); AID 1021;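 active means compounds that cut the binding signal by more than half at the single screening dose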;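 further: His-tagged Mcl-1 with europium anti-His antibody binding Bid BH3 peptide; 0% = Mcl-1 plus peptide wells and 100% = peptide-only wells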
Target sequence (Q07820 whole entry, looked up): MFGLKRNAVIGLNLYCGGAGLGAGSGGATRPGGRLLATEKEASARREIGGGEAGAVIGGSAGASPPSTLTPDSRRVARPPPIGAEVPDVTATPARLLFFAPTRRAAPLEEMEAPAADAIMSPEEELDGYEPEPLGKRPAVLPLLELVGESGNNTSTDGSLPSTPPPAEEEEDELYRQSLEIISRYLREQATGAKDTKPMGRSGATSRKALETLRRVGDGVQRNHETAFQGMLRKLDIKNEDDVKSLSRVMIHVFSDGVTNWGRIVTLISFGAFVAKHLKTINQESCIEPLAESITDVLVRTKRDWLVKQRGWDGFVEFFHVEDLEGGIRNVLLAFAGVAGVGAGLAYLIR
Pf gametocyte = inhibitors of late stage P. falciparum gametocyte viability; inhibition, % at 10.9 µM; P. falciparum stage V gametocytes, ATP luminescence, 24 h; actives 0.065% (n = 150,000); AID 743093;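 active means inhibition above the mean plus 3 SD of compounds within the control limits, set per campaign, cut at about 38% in these data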;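 further: 0% = DMSO wells and 100% = medium only without gametocytes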
Mcl1-Noxa inh = Mcl-1/Noxa interaction inhibition | Q07820 | TR-FRET Mcl-1/Noxa peptide binding, 2 h | inhibition, % at 21.7 µM | actives 1.5% (n = 220,000) | AID 1022;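 active means compounds that cut the protein-peptide binding signal by more than 50% relative to plate controls in a single-dose test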;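 further: His-tagged Mcl-1 with rhodamine Noxa BH3 peptide and terbium anti-His antibody; 0% = Mcl-1 plus Noxa peptide wells and 100% = peptide-only wells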
Bim-Mcl-1 = disrupts Bim peptide binding to human Mcl-1. Q07820. Bead-based flow cytometry, Bim peptide-Mcl-1 binding. inhibition, % at 10 µM. actives 0.1% (n = 190,000); in the data active means inhibition above about 40%;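 further: 0% = no compound tracer wells and 100% = peptide blocker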
RGS8-Gao reg = modulates binding of RGS8 to human Galphao. response (percent of control binding), % at 10 µM. multiplexed bead flow cytometry; actives lie on both sides. actives 0.34% (n = 220,000); in the data active means response below about 60% or above about 140%; inactive means in between;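 further: Galphao activated as the GDP aluminium fluoride complex binding bead-coupled RGS8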
Target sequence (P09471 whole entry, looked up): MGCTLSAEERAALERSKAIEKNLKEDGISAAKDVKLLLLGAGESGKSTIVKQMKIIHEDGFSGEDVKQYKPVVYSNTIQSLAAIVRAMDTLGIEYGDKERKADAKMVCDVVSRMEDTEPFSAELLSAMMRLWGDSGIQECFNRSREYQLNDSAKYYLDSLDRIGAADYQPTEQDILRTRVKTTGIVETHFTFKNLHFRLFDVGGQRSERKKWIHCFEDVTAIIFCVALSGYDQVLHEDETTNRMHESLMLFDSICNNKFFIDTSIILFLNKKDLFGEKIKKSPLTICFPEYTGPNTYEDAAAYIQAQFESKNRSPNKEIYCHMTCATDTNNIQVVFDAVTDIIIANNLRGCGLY
Cdc42 wt = human Cdc42 wildtype GTP binding change, either direction. GST-Cdc42 beads, Bodipy-GTP binding, flow cytometry; actives lie on both sides. actives 0.2% (n = 190,000). AID 761. P60953. percent activity (GTP binding), % at 10 µM;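 active means percent activity GTP binding at least 20 points away from the 100% baseline, either down as inhibitor or up as activator; inconclusive means compound flagged as likely green fluorescent from well-wide comparison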;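 further: median bead fluorescence of bound Bodipy-FL-GTP at 100 nM; 0% = excess unlabeled GTP control and 100% = no compound control; below 100% means less GTP binding so inhibitor and above means activator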
Rac1 act GTP bind = alters GTP binding to activated mutant human Rac1. actives 0.11% (n = 190,000). GST-Rac1 activated beads, fluorescent GTP binding, flow cytometry; actives lie on both sides; 100% means binding = to untreated wells. percent activity (GTP binding), % at 10 µM. AID 764;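 active means GTP binding at least 20 percentage points away from the 100% baseline, in either direction, so actives lie on both sides; inconclusive means Compound likely fluorescent itself, or too few beads counted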
Rab7 wt GTP bind = modulators of GTP binding to dog Rab7 wildtype GTPase; GST-Rab7 beads, fluorescent GTP binding, flow cytometry; actives lie on both sides; untreated = 100%, excess cold GTP = 0%; GTP binding activity (percent of control), % at 10 µM; actives 0.055% (n = 190,000);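 active means fluorescent GTP binding to Rab7 beads changed by at least 20 points from the 100% baseline, either direction, mostly lower; inconclusive means compound itself probably fluorescent, or too few beads counted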;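 further: median green fluorescence of bound Bodipy-FL-GTP per Rab7 bead population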
* = called active by the depositor.

Results for O=c1[nH]c(C2CCCN(S(=O)(=O)c3ccccc3)C2)nc2c1nnn2Cc1ccccc1F (stereo not given) ?
Rab2 wt GTP: 91; Rac1 wt modul: 92; HRas wt GTP bind: 91; Mcl1-Bid inh: 13; Mcl1-Noxa inh: 10; Bim-Mcl-1: 0; RGS8-Gao reg: 98; Cdc42 wt: 91; Rac1 act GTP bind: 91; Rab7 wt GTP bind: 92

How did c1ccc(-c2nnc(OCc3cccnc3)c3ccccc23)cc1 do in these assays?
Rab2 wt GTP: inconclusive; Rac1 wt modul: inconclusive; HRas wt GTP bind: inconclusive; Mcl1-Bid inh: -23; Pf gametocyte: 11; Mcl1-Noxa inh: 0; Bim-Mcl-1: 5; RGS8-Gao reg: 100; Cdc42 wt: inconclusive; Rac1 act GTP bind: inconclusive; Rab7 wt GTP bind: inconclusive

What do the screens show for `Cc1ccc(S(=O)(=O)N(CC(=O)N/N=C\c2cccs2)c2cccc3cccnc23)cc1`?
Rab2 wt GTP: 94; Rac1 wt modul: 100; HRas wt GTP bind: 95; Mcl1-Bid inh: -16; Pf gametocyte: 3; Mcl1-Noxa inh: 12; Bim-Mcl-1: -6; RGS8-Gao reg: 97; Cdc42 wt: 98; Rac1 act GTP bind: 98; Rab7 wt GTP bind: 96

Results for CC1=C(C(=O)Nc2ccccc2)C2(CCCCC2)C(C(N)=O)C(=S)N1 (stereo not given) ?
Rab2 wt GTP: 98; Rac1 wt modul: 96; HRas wt GTP bind: 100; Mcl1-Bid inh: -82; Pf gametocyte: 17; Mcl1-Noxa inh: -10; Bim-Mcl-1: -6; RGS8-Gao reg: 101; Cdc42 wt: 99; Rac1 act GTP bind: 98; Rab7 wt GTP bind: 99

How did COc1ccc(-n2nnc3c(=O)n(CC(=O)NCC4CCCO4)cnc32)cc1 (stereo not given) do in these assays?
Rab2 wt GTP: 102; Rac1 wt modul: 107; HRas wt GTP bind: 101; Mcl1-Bid inh: -4; Mcl1-Noxa inh: 5; Bim-Mcl-1: 1; RGS8-Gao reg: 99; Cdc42 wt: 102; Rac1 act GTP bind: 98; Rab7 wt GTP bind: 104

How did Cc1ccccc1OCCn1nc(C(=O)O)c2ccccc2c1=O do in these assays?
Rab2 wt GTP: 96; Rac1 wt modul: 95; HRas wt GTP bind: 95; Mcl1-Bid inh: 14; Mcl1-Noxa inh: 6; Bim-Mcl-1: 0; RGS8-Gao reg: 102; Cdc42 wt: 93; Rac1 act GTP bind: 92; Rab7 wt GTP bind: 94

Results for COc1ccc(C2CC(c3ccc4ccccc4c3)=NN2C(=O)CN2C(=O)CCC2=O)cc1 (stereo not given) ?
Rab2 wt GTP: 95; Rac1 wt modul: 98; HRas wt GTP bind: 95; Mcl1-Bid inh: -13; Pf gametocyte: -5; Mcl1-Noxa inh: -11; Bim-Mcl-1: -3; RGS8-Gao reg: 101; Cdc42 wt: 95; Rac1 act GTP bind: 93; Rab7 wt GTP bind: 94

Results for c1ccc(-c2cc3n(c2)CCc2ccccc2-3)cc1 ?
Rab2 wt GTP: 99; Rac1 wt modul: 105; HRas wt GTP bind: 100; Mcl1-Bid inh: -34; Mcl1-Noxa inh: 3; Bim-Mcl-1: -3; RGS8-Gao reg: 90; Cdc42 wt: 103; Rac1 act GTP bind: 96; Rab7 wt GTP bind: 96

Results for COc1ccc(CN2CCNC(=O)C2CC(=O)NCCc2c[nH]c3ccccc23)c(OC)c1 (stereo not given) ?
Rab2 wt GTP: 98; Rac1 wt modul: 100; HRas wt GTP bind: 97; Mcl1-Bid inh: -70; Pf gametocyte: -20; Mcl1-Noxa inh: 9; Bim-Mcl-1: 0; RGS8-Gao reg: 103; Cdc42 wt: 96; Rac1 act GTP bind: 94; Rab7 wt GTP bind: 98

How did CC(=O)c1c(C)nn(CC(O)COc2ccc3c(c2)CCC3)c1C (stereo not given) do in these assays?
Rab2 wt GTP: 95; Rac1 wt modul: 93; HRas wt GTP bind: 95; Mcl1-Bid inh: -15; Pf gametocyte: -52; Mcl1-Noxa inh: 2; Bim-Mcl-1: 0; RGS8-Gao reg: 105; Cdc42 wt: 96; Rac1 act GTP bind: 94; Rab7 wt GTP bind: 95

What do the screens show for `O=C(Cc1ccccc1)NC(Nc1ccccc1)C(Cl)(Cl)Cl` (stereo not given)?
Rab2 wt GTP: 103; Rac1 wt modul: 99; HRas wt GTP bind: 105; Mcl1-Bid inh: -16; Pf gametocyte: -3; Mcl1-Noxa inh: 17; Bim-Mcl-1: 0; RGS8-Gao reg: 103; Cdc42 wt: 100; Rac1 act GTP bind: 100; Rab7 wt GTP bind: 100

How did NC(=O)C1CCN(c2oc(-c3ccccc3F)nc2S(=O)(=O)c2ccc(Cl)cc2)CC1 do in these assays?
Rab2 wt GTP: 101; Rac1 wt modul: 102; HRas wt GTP bind: 102; Mcl1-Bid inh: -6; Pf gametocyte: 14; Mcl1-Noxa inh: 24; Bim-Mcl-1: -5; RGS8-Gao reg: 99; Cdc42 wt: 104; Rac1 act GTP bind: 97; Rab7 wt GTP bind: 103

Results for CCC(CC)C(=O)NCc1ccccc1OC ?
Rab2 wt GTP: 101; Rac1 wt modul: 103; HRas wt GTP bind: 102; Mcl1-Bid inh: 1; Pf gametocyte: 24; Mcl1-Noxa inh: 1; Bim-Mcl-1: 0; RGS8-Gao reg: 100; Cdc42 wt: 103; Rac1 act GTP bind: 100; Rab7 wt GTP bind: 101

How did CC(O)c1cccc(NC(=O)Cc2cccc3ccccc23)c1 (stereo not given) do in these assays?
Rab2 wt GTP: 99; Rac1 wt modul: 100; HRas wt GTP bind: 93; Mcl1-Bid inh: -28; Mcl1-Noxa inh: 7; Bim-Mcl-1: 5; RGS8-Gao reg: 100; Cdc42 wt: 94; Rac1 act GTP bind: 95; Rab7 wt GTP bind: 93

What do the screens show for `Cc1cnc(C(=O)Nc2nnc(C(C)C)s2)cn1`?
Rab2 wt GTP: 99; Rac1 wt modul: 107; HRas wt GTP bind: 99; Mcl1-Bid inh: -34; Mcl1-Noxa inh: 5; Bim-Mcl-1: -8; RGS8-Gao reg: 103; Cdc42 wt: 101; Rac1 act GTP bind: 99; Rab7 wt GTP bind: 100

What do the screens show for `O=C(CN1CCCCC1)N=Nc1c(O)[nH]c2ccccc12`?
Rab2 wt GTP: 97; Rac1 wt modul: 97; HRas wt GTP bind: 96; Mcl1-Bid inh: -37; Pf gametocyte: 3; Mcl1-Noxa inh: -9; Bim-Mcl-1: 0; RGS8-Gao reg: 99; Cdc42 wt: 95; Rac1 act GTP bind: 95; Rab7 wt GTP bind: 105

Results for CCc1ccc(Nc2nnc(SCn3nnc4ccccc4c3=O)s2)cc1 ?
Rab2 wt GTP: 98; Rac1 wt modul: 103; HRas wt GTP bind: 98; Mcl1-Bid inh: -32; Mcl1-Noxa inh: -8; Bim-Mcl-1: -4; RGS8-Gao reg: 101; Cdc42 wt: 97; Rac1 act GTP bind: 98; Rab7 wt GTP bind: 100

Results for Cc1cccc(-n2ncc3c(NC4CCCCC4)ncnc32)c1 ?
Rab2 wt GTP: 96; Rac1 wt modul: 97; HRas wt GTP bind: 95; Mcl1-Bid inh: 2; Mcl1-Noxa inh: 5; Bim-Mcl-1: 0; RGS8-Gao reg: 114; Cdc42 wt: 93; Rac1 act GTP bind: 97; Rab7 wt GTP bind: 97

What do the screens show for `CCSc1nc(-c2ccc(OC)cc2)n(-c2nc3ccccc3s2)n1`?
Rab2 wt GTP: 99; Rac1 wt modul: 94; HRas wt GTP bind: 98; Mcl1-Bid inh: 0; Pf gametocyte: -15; Mcl1-Noxa inh: 21; Bim-Mcl-1: -2; RGS8-Gao reg: 102; Cdc42 wt: 96; Rac1 act GTP bind: 92; Rab7 wt GTP bind: 96

What do the screens show for `O=Cc1ccc2noc(-c3ccc(F)cc3)c2c1`?
Rab2 wt GTP: 103; Rac1 wt modul: 109; HRas wt GTP bind: 105; Mcl1-Bid inh: 5; Mcl1-Noxa inh: 16; Bim-Mcl-1: 0; RGS8-Gao reg: 100; Cdc42 wt: 105; Rac1 act GTP bind: 102; Rab7 wt GTP bind: 101

What do the screens show for `Brc1ccc2c(c1)CNc1c(ncnc1N1CCOCC1)O2`?
Rab2 wt GTP: 102; Rac1 wt modul: 107; HRas wt GTP bind: 102; Mcl1-Bid inh: -46; Pf gametocyte: -16; Mcl1-Noxa inh: 13; Bim-Mcl-1: 0; RGS8-Gao reg: 103; Cdc42 wt: 104; Rac1 act GTP bind: 102; Rab7 wt GTP bind: 102

How did CSc1ccc(-c2nc(CSCC(=O)N3CCOCC3)c(C)o2)cc1 do in these assays?
Rab2 wt GTP: 97; Rac1 wt modul: 99; HRas wt GTP bind: 98; Mcl1-Bid inh: -6; Pf gametocyte: -11; Mcl1-Noxa inh: 2; Bim-Mcl-1: -2; RGS8-Gao reg: 99; Cdc42 wt: 98; Rac1 act GTP bind: 96; Rab7 wt GTP bind: 97

Results for CCOC(=O)Nc1ccc(S(=O)(=O)N2CCC(C)CC2)cc1 ?
Rab2 wt GTP: 96; Rac1 wt modul: 95; HRas wt GTP bind: 95; Mcl1-Bid inh: -22; Pf gametocyte: 9; Mcl1-Noxa inh: 6; Bim-Mcl-1: 0; RGS8-Gao reg: 99; Cdc42 wt: 95; Rac1 act GTP bind: 92; Rab7 wt GTP bind: 97

How did Cc1ccc(C(C(=O)NC2CCCC2)N(Cc2cccs2)C(=O)c2csnn2)o1 (stereo not given) do in these assays?
Rab2 wt GTP: 98; Rac1 wt modul: 100; HRas wt GTP bind: 97; Mcl1-Bid inh: -4; Pf gametocyte: -7; Mcl1-Noxa inh: 3; Bim-Mcl-1: 0; RGS8-Gao reg: 102; Cdc42 wt: 98; Rac1 act GTP bind: 93; Rab7 wt GTP bind: 95

What do the screens show for `C[C@@H]1C=C(C(=O)O)O[C@H](OCc2ccc(CO)cc2)C1`?
Rab2 wt GTP: 96; Rac1 wt modul: 98; HRas wt GTP bind: 96; Mcl1-Bid inh: -7; Mcl1-Noxa inh: -22; Bim-Mcl-1: 4; RGS8-Gao reg: 103; Cdc42 wt: 94; Rac1 act GTP bind: 97; Rab7 wt GTP bind: 97

How did c1ccc2[nH]c(SCc3ccc(-c4nnco4)cc3)nc2c1 do in these assays?
Rab2 wt GTP: 98; Rac1 wt modul: 96; HRas wt GTP bind: 97; Mcl1-Bid inh: -19; Mcl1-Noxa inh: 15; Bim-Mcl-1: -2; RGS8-Gao reg: 100; Cdc42 wt: 99; Rac1 act GTP bind: 98; Rab7 wt GTP bind: 97
